# Pol iota inh: qHTS for Inhibitors of Polymerase Iota; DNA polymerase iota (Homo sapiens), Q9UNA4; Pol iota fluorescent replication assay, 10 min; Potency, µM (top dose mostly 115 µM), for the others: at the highest dose activity, negative = inhibition, usual class: inhibitors; 390,000 compounds, 1% hits; AID 588590, 2011; note: potency is the fitted concentration of half-maximal effect
# Target sequence (Q9UNA4 whole entry, looked up): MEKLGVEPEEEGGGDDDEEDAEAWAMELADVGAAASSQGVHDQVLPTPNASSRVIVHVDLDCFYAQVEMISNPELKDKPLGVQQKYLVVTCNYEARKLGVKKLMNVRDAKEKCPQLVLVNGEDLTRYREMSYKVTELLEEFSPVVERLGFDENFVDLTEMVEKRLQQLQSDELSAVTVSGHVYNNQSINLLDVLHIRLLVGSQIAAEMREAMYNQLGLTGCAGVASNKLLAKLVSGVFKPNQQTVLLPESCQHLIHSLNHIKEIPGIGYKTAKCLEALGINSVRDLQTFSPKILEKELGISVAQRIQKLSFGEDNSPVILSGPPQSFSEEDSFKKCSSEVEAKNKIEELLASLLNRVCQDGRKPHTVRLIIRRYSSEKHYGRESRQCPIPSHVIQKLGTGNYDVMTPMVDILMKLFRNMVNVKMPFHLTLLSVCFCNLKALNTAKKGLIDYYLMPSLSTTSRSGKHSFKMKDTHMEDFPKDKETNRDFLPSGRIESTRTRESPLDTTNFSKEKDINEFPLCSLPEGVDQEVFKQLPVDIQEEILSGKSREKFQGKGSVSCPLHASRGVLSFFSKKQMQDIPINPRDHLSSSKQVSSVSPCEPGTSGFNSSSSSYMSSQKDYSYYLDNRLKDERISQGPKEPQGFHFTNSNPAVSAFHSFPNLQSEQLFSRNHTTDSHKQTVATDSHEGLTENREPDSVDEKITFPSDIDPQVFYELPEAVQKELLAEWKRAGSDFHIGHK
#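 Pol iota at 10 nM preincubated 15 min with compounds at room temperature; reaction started with fluorescent substrate, 50 nM final. Fluorescence read kinetically at 0 and 10 min; buffer-only wells as negative control.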
# Pol kappa inh: qHTS for Inhibitors of Polymerase Kappa; DNA polymerase kappa (Homo sapiens), Q9UBT6; purified Pol kappa, fluorescent DNA synthesis assay, 10 min; Potency, µM (doses to about 107 µM), for inactives: top-dose activity, negative = inhibition, usual class: inhibitors; 400,000 compounds, 0.53% hits; note: potency is the fitted concentration of half-maximal effect; % is set by controls: 0 for no effect and ±100 for the full control effect
#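 Kinetic fluorescence screen: compound preincubated 15 min RT with 10 nM enzyme; 50 nM substrate (final) initiates; reads at 0/10 min.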
# BLM inh: qHTS Assay for Inhibitors of Bloom's syndrome helicase (BLM). recombinant BLM DNA unwinding, fluorescence dequenching. Potency, µM (highest dose often 56.1 µM), for inactives: at the top dose activity change, negative = inhibition, actives largely listed as inhibitors. 350,000 compounds, 0.2% hits. RecQ-like DNA helicase BLM (Homo sapiens), P54132;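 note: potency is the fitted concentration of half-maximal effect; plate controls were vehicle for no effect and no enzyme for full effect; nearly all actives have a fitted effect of over 35% in size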
# Anesthetic bind: qHTS Assay for Identification of Novel General Anesthetics. AID 485281, 2010. Ferritin light chain (Equus caballus), P02791. 350,000 compounds, 0.074% hits. apoferritin/1-aminoanthracene competitive binding, fluorescence. Potency, µM (doses to about 77.5 µM), inactives show at the highest dose activity change, negative = displacement, most hits filed as inhibitors; note: potency is the fitted concentration of half-maximal effect; % is set by controls: 0 for no effect and ±100 for the full control effect; nearly all actives have a fitted effect of over 20% in size
# Target sequence (P02791 2-175 limits assumed): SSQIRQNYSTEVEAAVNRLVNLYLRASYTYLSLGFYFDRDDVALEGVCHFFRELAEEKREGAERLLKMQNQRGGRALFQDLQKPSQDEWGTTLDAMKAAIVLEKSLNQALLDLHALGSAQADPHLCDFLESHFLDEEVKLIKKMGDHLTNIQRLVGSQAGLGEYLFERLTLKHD
#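 Horse-spleen apoferritin (10 uM) in 50% saturated 1-aminoanthracene in PBS was incubated 10 min at room temperature with compound. Fluorescence (ex 380, em 535 nm) was normalized to free and bound 1-AMA, with concentration-response fitted by a four-parameter Hill equation.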
# ALOX12 inh: Primary qHTS assay for inhibitors of human arachidonate 12S-lipoxygenase (ALOX12): Round 2; Potency, µM (titrated, usually from 108 µM), without a hit: at the highest dose activity change, negative = inhibition, usual class: inhibitors; purified 12hLO, xylenol orange hydroperoxide absorbance; 580,000 compounds, 1.1% hits; note: potency is the fitted concentration of half-maximal effect; % is set by controls: 0 for no effect and ±100 for the full control effect
#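 Hydroperoxide product was detected by ferrous iron/xylenol orange as the 573 to 405 nm absorbance ratio. Arachidonic acid at 40 uM (final) was turned over for 30 min at room temperature by 150 nM human 12hLO, pH 7.0 Hepes buffer, after 15 min compound preincubation.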
# ERG-DNA inh: qHTS for Small Molecule Inhibitors of the ERG Ets/DNA interaction; Potency, µM (doses to about 76.9 µM), inactives show top-dose FP activity, negative = inhibition, actives largely listed as inhibitors; 370,000 compounds, 0.028% hits; Transcriptional regulator ERG (Homo sapiens), P11308; fluorescence polarization, His-ERG Ets domain / labelled DNA; AID 624246, 2012; active = well fitted inhibition curve with a large enough effect in the polarisation, with a control signal flat; inconclusive = small, poorly fitted or top-dose-only effect, or effect the other way, or a change in a side signal; inactive = no such curve, though single readings can be large or run the other way; the % refers to the polarisation;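 note: polarization taken with two DNA probes labelled with fluorescein and Texas red; potency is the fitted concentration of half-maximal effect; % of control where 0% means no effect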
#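 His-tagged ERG Ets domain (1 uM in the protein solution; 300mM KCl, 50mM Tris-HCl, 1mM EDTA, 1mM DTT, pH 7.5) received compound, then a probe mix of 5 nM fluorescein-DNA and 100nM Texas-615-DNA. Fluorescence polarization was read for both dyes.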
# Pol beta inh: qHTS Assay for Inhibitors of DNA Polymerase Beta; Pol beta primer extension/strand displacement, fluorescence kinetic; P06746; 340,000 compounds, 1.3% hits; Potency, µM (doses to about 114 µM), without a hit: top-dose activity change, negative = inhibition, hits mostly inhibitors; note: potency is the fitted concentration of half-maximal effect; % is set by controls: 0 for no effect and ±100 for the full control effect
#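 Pol beta (10 nM) and compounds were preincubated 15 min at room temperature, then 50 nM substrate (final) started primer extension/strand displacement. Reads were taken at 0 and 10 min; concentration-response data were fitted to a four-parameter Hill equation.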
# APEX1 inh: qHTS Assay for Inhibitors of the Human Apurinic/apyrimidinic Endonuclease 1 (APE1). DNA repair nuclease/redox regulator APEX1 (Homo sapiens), P27695. recombinant APE1, TAMRA/BHQ-2 abasic DNA cleavage fluorescence. Potency, µM (series often up to 65.8 µM), without a hit: top-dose activity change, negative = inhibition, most hits filed as inhibitors. 350,000 compounds, 0.35% hits;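 note: potency is the fitted concentration of half-maximal effect; plate controls were vehicle for no effect and reference inhibitor for full effect; nearly all actives have a fitted effect of over 55% in size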
#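 Step 1: APE1 (0.75 nM) with compound, 15 min RT. Step 2: add 50 nM fluorophore/quencher THF duplex. Step 3: three fluorescence reads 60 s apart (525/598 nm); read 3 minus read 1 = reaction progress.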
# TRHR ag: qHTS for Small Molecule Agonists and Allosteric Enhancers of Human TRH Receptor: Primary Screen for Agonists | 360,000 compounds, 0.18% hits | AID 493084, 2011 | TRHR cells, calcium flux fluo-8, FDSS agonist mode | activation, % at 2 µM | Thyrotropin-releasing hormone receptor (Homo sapiens), P34981; in the data active = activation above about 30%; note: 0% is about no effect
#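 TRHR-expressing cells, plated overnight in medium with 10% serum, were loaded with fluo-8 calcium dye at room temperature. After a 10 s baseline, library compound was pin-added and calcium release was recorded kinetically (ex 480/em 530) as agonist response.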
# The depositor's hits bear a star; u = inconclusive; x = no result given; & = joins results of further samples; [ ] = dose if it differs, or a comment. Unless noted, calls come from the whole dose curve; as a rule, active = well fitted curve in the direction sought with a large enough effect; inconclusive = small, poorly fitted or top-dose-only effect, or another doubt; inactive = no such curve, though single readings can be large; an effect the other way counts as inactive or inconclusive.
SMILES,Pol iota inh,Pol kappa inh,BLM inh,Anesthetic bind,ALOX12 inh,ERG-DNA inh,Pol beta inh,APEX1 inh,TRHR ag
O=C(NNC(=O)c1cc(O)c(O)c(O)c1)NC1CCCCC1,u,-4.8%,-8.6%,-17.5%,u,5.5%,33.0%,5.2%,1.7
Cc1sc(NC(=O)c2ccco2)c(CN2CCCCC2)c1C,-1.5%,-1.6%,-2.3%,-17.1%,-14.0%,-4.2%,0.5%,3.8%,-0.5
N#Cc1c(-c2cccs2)nc(SCC(=O)c2ccc(Br)cc2)[nH]c1=O,u,u,5.3%,u,7.08µM*,27.0%,u,39.8µM*,-0.1
COc1ccccc1CN1CC(C(=O)NCc2c(F)ccc(C)c2F)CCC1=O (centres undefined),11.2%,-12.0%,2.8%,7.3%,0.1%,13.6%,13.0%,-6.8%,-0.9
O=C(CC12CC3CC(CC(Br)(C3)C1)C2)NCc1ccccc1,25.3%,5.8%,-3.3%,-0.3%,-2.1%,72.1%[activator],51.7%,-9.0%,-0.1
COc1ccc(CNC(=O)CN2C(=O)CSc3ccc(S(=O)(=O)N4CCC(C)CC4)cc32)cc1,-15.2%,-7.2%[60.1 µM],-3.0%,1.6%,-11.6%,2.7%,-19.6%,x,-0.3
Cc1ccc(/C=N\NC(=O)CNC(=O)C23CC4CC(CC(C4)C2)C3)o1,10.1%,-13.1%,-2.6%,u,-12.8%,6.9%,-1.0%,-12.8%,-0.7
Cc1nc2cc(NC(=O)N3CC4(C)CC3CC(C)(C)C4)ccc2n1C (centres undefined),6.0%,-11.8%,-5.4%,-6.5%,19.2%,x,-2.0%,-11.8%,0.4
Cc1cc(S(=O)(=O)N2CCCC2)c(C)s1,6.2%,-1.7%,-0.7%,-10.2%,0.0%,-4.0%,17.3%,-5.3%,-0.6
CCCCn1c(CNC(C)=O)nc2ccccc21,13.9%,-0.2%,-0.4%,11.0%,25.6%,-0.7%,-1.1%,8.7%,-0.1
Cc1ccc(-c2cc(N)n(Cc3ccc(Cl)cc3)n2)cc1,8.6%,-18.5%,-14.3%,u,27.2%,3.6%,15.7%,12.0%,0.5
CCCNC(=O)C1CCC(Cn2c(=O)c3sccc3n(CC(=O)Nc3ccccc3C)c2=O)CC1 (centres undefined),30.1%[activator],-20.9%,-1.6%,-4.4%,-0.5%,1.9%,-2.2%,x,-0.5
Cc1ccc(N2CCN(S(=O)(=O)c3c(C)nc4scc(C)n4c3=O)CC2)c(C)c1,0.9%,-6.2%,-9.2%,1.8%,-12.5%,-1.1%,40.6%,-5.4%,-0.7
O=C(O)c1ccc(-n2ncc3c2/C(=C/c2cccc([N+](=O)[O-])c2)CC3)cc1,u,-9.4%,-6.5%,8.7%,-11.9%,-4.4%,0.6%,u,0.3
Cc1c(NC(=O)N(C)c2ccccc2)c(=O)n(-c2ccccc2)n1C,-10.8%,-11.0%,3.4%,0.9%,5.2%,1.3%,0.0%,-17.5%,0.2

# Reprinted from the part before: two entries, then new ones.
SMILES,Pol iota inh,Pol kappa inh,BLM inh,Anesthetic bind,ALOX12 inh,ERG-DNA inh,Pol beta inh,APEX1 inh,TRHR ag
O=C(O)c1ccc(-n2ncc3c2/C(=C/c2cccc([N+](=O)[O-])c2)CC3)cc1,u,-9.4%,-6.5%,8.7%,-11.9%,-4.4%,0.6%,u,0.3
Cc1c(NC(=O)N(C)c2ccccc2)c(=O)n(-c2ccccc2)n1C,-10.8%,-11.0%,3.4%,0.9%,5.2%,1.3%,0.0%,-17.5%,0.2
COc1ccccc1NC(=O)c1c(NC(=O)c2ccccc2Cl)sc2c1CCC2,8.2%,-13.4%,-2.4%,15.3%,-8.3%,-3.4%,1.0%,x,0.6
CNC(=O)CCn1nc(-c2ccc(Cl)cc2)c2ccccc2c1=O,-2.0%,-21.1%,-2.4%,9.0%,-2.6%&-39.8%,1.2%,2.8%,-1.6%,-0.3
CC(=O)c1cc(F)ccc1OCC(=O)N1CCN(c2ccc(F)cc2)CC1,-2.5%,-8.9%,-2.7%,-8.9%,-20.4%,0.5%,-3.3%,-4.9%,0.9
CC(NC(=S)NC(=O)c1cccs1)c1ccccc1 (centres undefined),-0.3%,0.0%,x,x,25.1µM*,9.1%,x,-15.9%,x
O=C(Nc1nnc(Cc2ccccc2)s1)C1CCC1,-0.6%,-1.5%,-6.8%,-5.9%,174.3%[activator],-9.7%,26.9%,53.6%,-0.5
CCC(=O)NC1CC2CCCC(C1)N2Cc1ccc(C)cc1 (centres undefined),29.9%,-7.6%,-5.4%,-11.1%,10.4%,5.4%,36.7%,-0.6%,0.4
Cc1cc(NC(=O)CSc2nnc(C)c(=O)n2N)no1,u,-13.8%,0.6%,0.7%,-3.5%,-7.7%,11.1%,-1.6%,0.4
Clc1ccc(CO/N=C2\CCCc3nonc32)c(Cl)c1,21.4%,-2.9%,-5.4%,-10.4%,-19.0%,-9.5%,1.2%,-5.8%,-0.1
O=C(Cc1ccccc1)Nc1c(C(=O)N2CCOCC2)cnn1-c1ccccc1,21.8%,-3.9%,-1.5%,-9.7%,-17.4%,x,21.3%,-0.5%,-0.2
Cc1ccc(-c2nc(CSCC(=O)N3CCCC3)c(C)o2)cc1,6.4%,-0.4%,0.1%,-9.9%,-9.6%,10.0%,44.5%[activator],-1.9%,1.5
Cc1cc(C)c(S(=O)(=O)NCC2CCC(C(=O)NCCCN3CCOCC3)CC2)c(C)c1 (centres undefined),-7.7%,-12.4%,-1.9%,-12.2%,-5.4%,-12.8%,1.3%,3.7%,-0.4
Clc1ccc(-c2nnc(-c3ccc(Br)o3)o2)c(Cl)c1,11.5%,-5.4%,-0.5%,-4.8%,-2.8%,7.3%,19.0%,0.0%,-0.5
CCOc1ccc(NC(=O)COc2ccc(S(=O)(=O)N3CCCC3)cc2)cc1,13.0%,0.7%,-8.0%,2.6%,-15.5%,77.7%[activator],-7.0%,52.1%[activator],-0.4
COc1ccc(-n2c(SCC(=O)N3CCOCC3)nc3ccccc3c2=O)cc1,17.3%,0.3%,1.4%,-0.5%,9.5%,4.2%,29.2%,8.6%,1.4
CCC(CC)NCC(O)COc1ccc(Br)cc1 (centres undefined),67.3%[activator],5.9%,-1.2%,-4.0%,u,-7.3%,-16.4%,6.8%,2.1
Cc1ccc(C(C)C)c(OCCCNCc2cccnc2)c1,-14.8%,-2.7%,1.5%,-12.9%,-16.2%,1.3%,0.9%,12.6%,0.0
CCn1c(CNc2cccc(Cl)c2)nnc1SCc1ccccc1,-6.3%,-6.7%,-1.6%,u,-19.7%,1.3%,0.7%,1.6%,0.5
COCCNC(=O)/C(C#N)=C/c1c(N2CCN(c3ccccc3)CC2)nc2ccccn2c1=O,20.4%,-0.4%,-1.7%,40.8%[activator],u,-5.2%,10.4%,2.7%,-0.1
COc1ccc(N2CCN(C(=O)CN3C(=O)COc4ccc(S(=O)(=O)N5CCC(C)CC5)cc43)CC2)cc1,23.0%,-2.9%,-4.6%,u,-14.5%,-0.5%,1.3%,x,-0.9
COc1ccc(C(=O)NCc2ccc(Cl)c(Cl)c2)cc1OC,7.5%,-5.4%,-5.3%,-9.1%,-13.1%,-4.8%,-7.9%,2.1%,0.2
CCOc1cc(NC(=O)c2ccco2)c(OCC)cc1NC(=O)COc1ccccc1,30.5%[activator],-6.5%,1.1%,-2.1%,0.0%,0.7%,-20.1%,3.1%,-0.6
COc1ccc(/C=C2/N=C(c3cccs3)OC2=O)cc1OC(C)C,12.9%,-2.5%,-1.0%,-8.6%,0.0%,1.8%,4.5%,0.0%,0.3
c1ccc(COc2ccc(-c3sc(Nc4ccccc4)n[n+]3-c3ccccc3)cc2)cc1,x,x,-6.4%,-14.3%,x,x,4.5%,-8.4%,-0.7
Cc1ccc(S(=O)(=O)N2CCCC2C(=O)Oc2ccccc2)cc1 (centres undefined),13.6%,0.7%,-4.7%,-0.6%,u,7.3%,-0.5%,-1.8%,-1.2
Cc1ccc(Cn2c(=O)c3ccccc3n3nc(C)cc23)cc1,71.2%[activator],6.6%,-2.9%,-11.4%,-7.4%,7.7%,11.8%,-0.3%,-0.2
O=C(O)CCC(=O)c1cccc2ccccc12,8.3%,-2.9%,0.4%,-7.3%,0.0%,-0.7%,11.3%,0.9%,-0.2
Cc1ccc(N(CC(=O)NC2CCC(C)CC2)S(=O)(=O)c2cccnc2)cc1 (centres undefined),20.8%,17.8%,-6.7%,-14.6%,68.3%[activator],0.3%,3.8%,0.1%,-0.5
Cc1cccc(NC(=O)CSCC(=O)Nc2cccc3ncccc23)c1,34.5%[activator],-10.9%,x,x,-8.7%,5.1%,x,-13.6%,0.7
COc1ccc(CCNC(=O)C2CC(=O)N(CCc3ccc(C)cc3)C2)cc1OC (centres undefined),12.6%,2.7%,1.3%,-2.1%,12.7%,9.7%,11.7%,-1.3%,0.5
COc1ccccc1NC(=O)c1ccc[n+]([O-])c1,4.4%,-20.7%,-2.9%,-12.3%,3.8%,-9.1%,35.8%,19.4%,0.4

# The list is partial. The share of hits here may be higher or lower than overall.
